Nrf2 block: Nrf2 qHTS screen for inhibitors; A549 ARE-Fluc reporter, luciferase luminescence, 18-24 h; Potency, µM (doses to about 46 µM), inactives show at the top dose activity change, negative = inhibition, usual class: inhibitors; 2.1% of 360,000 active; AID 504444, 2011; also: potency is read from the fitted curve at half-maximal effect; % is scaled to controls: 0 for no effect and ±100 for the full control effect; nearly all actives have a fitted effect of over 60% in size
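A549 ARE_Fluc cells (5000/well, 5% FBS OPTI-MEM) pre-incubated 2 h, then treated with compounds 18-24 h at 37C/5% CO2 in concentration-response. CellTiter-Fluor viability read first; BugLite luciferase luminescence after 15 min at room temperature gives Nrf2 activity.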
ATXN2 expr inh: Primary qHTS for Inhibitors of ATXN expression; HEK-293 ATXN2-luciferase reporter, luminescence, 24 h; Potency, µM (series often up to 57 µM), without a hit: at the highest dose activity change, negative = inhibition, usual class: inhibitors; 0.72% of 360,000 active; also: potency is read from the fitted curve at half-maximal effect; % is scaled to controls: 0 for no effect and ±100 for the full control effect; nearly all actives have a fitted effect of over 55% in size
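ATXN2-luciferase reporter cells (luciferase flanked by upstream and downstream ATXN2 gene portions) were treated 24 h at 37 °C with compounds at up to 57 uM. SteadyGlo luminescence gave expression; GF-AFC fluorescence gave viability.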
A549 viability: Nrf2 qHTS screen for inhibitors: counterscreen for cytotoxicity. A549 ARE-Fluc cells, CellTiter-Fluor viability, 18-24 h. Potency, µM (highest dose often 46 µM), inactives show at the highest dose activity change, negative = cytotoxicity, actives largely listed as inhibitors. 0.16% of 390,000 active. AID 504648, 2011; also: potency is read from the fitted curve at half-maximal effect; % is scaled to controls: 0 for no effect and ±100 for the full control effect
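A549 ARE-Fluc cells in 5% FBS OPTI-MEM, 5000 cells/well, rested 2 h then exposed to compounds in concentration-response for 18-24 h at 37 °C. Viability by CellTiter-Fluor fluorescence (Ex 405/Em 525) after 30 min; luciferase luminescence (BugLite, 15 min, RT) read afterwards.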
TGFb SMAD3 inh: qHTS for Inhibitors of TGF-b. HepG2 CAGA-GFP TGF-b/SMAD3 reporter, GFP fluorescence, 18 h; TGF-beta stimulated, 500 pg/mL final. Potency, µM (series often up to 46.1 µM), inactives show top-dose activity, negative = inhibition, usual class: inhibitors. 1.2% of 410,000 active. AID 588855, 2011; also: potency is read from the fitted curve at half-maximal effect; % is scaled to controls: 0 for no effect and ±100 for the full control effect; nearly all actives have a fitted effect of over 65% in size
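HEPG2 CAGA-GFP cells (1000/well, DMEM with 1% FBS) were pre-incubated 2 h at 37 degrees C, given compound by pin tool, then stimulated with TGF-beta at 500 pg/mL final for 18 h before per-cell GFP fluorescence imaging.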
MCF10A rerep: A quantitative high throughput screen for small molecules that induce DNA re-replication in MCF 10a normal breast cells. MCF 10A DNA re-replication, Hoechst nuclear intensity, 48 h. AID 624296, 2012. Potency, µM (highest dose often 46.1 µM), inactives show top-dose activity, positive = re-replication, actives largely listed as activators. 2.9% of 350,000 active; also: potency is read from the fitted curve at half-maximal effect; % of control where 0% means no effect; nearly all actives have a fitted effect of over 50% in size
HepG2 viability: qHTS for Inhibitors of TGF-b: Cytotox Counterscreen; Potency, µM (top dose mostly 46.1 µM), for the others: at the top dose activity change, negative = cytotoxicity, most hits filed as cytotoxic; HepG2 CAGA-GFP viability, ATP luminescence, 18 h; 0.76% of 410,000 active; AID 588856, 2011; also: potency is read from the fitted curve at half-maximal effect; some results filed as inactive show a strong effect at the top dose
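CellTiter-Glo luminescence gave cytotoxicity after 18 hours at 37 degrees C. The cells were HepG2 CAGA-GFP in 1% FBS DMEM, stimulated with 500 pg/mL TGF-beta after compound addition. %Activity was normalised to no-cell wells (complete cell-killing) and DMSO (no toxicity), and curves were fitted and classified.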
IL1B secr inh: qHTS for Inhibitors of Inflammasome Signaling: IL-1-beta AlphaLISA Primary Screen | THP-1 LPS/ATP IL-1B secretion, AlphaLISA, 16 h; hits give low values | activity change, % at 57.5 µM | 4.7% of 360,000 active; in the data active = activity change below about -50%; inconclusive = mostly about -30% to -49%; also: % is scaled to controls: 0 for no effect and ±100 for the full control effect
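THP-1 cells pretreated 1 hr with compounds (up to 57.5 uM final), then stimulated with LPS (250 ng/mL final) plus ATP (1.25 mM final); secreted IL-1B measured by AlphaLISA after 16 hr, decreased signal indicating inhibition.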
Nrf2 activator: qHTS of Nrf2 Activators. AID 624171, 2012. 0.31% of 410,000 active. AREc32 ARE-luciferase reporter (MCF7-derived line), luminescence, 24 h. Potency, µM (series often up to 46.1 µM), without a hit: at the top dose activation, hits mostly activators; also: potency is read from the fitted curve at half-maximal effect; % of control where 0% means no effect; nearly all actives have a fitted effect of over 65% in size
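Cells of the AREc32 ARE-luciferase line are plated in OPTI-MEM containing 5% FBS and left overnight at 37 deg C. Compounds are pinned in, incubation continues 24 hr, and firefly luciferase signal is then measured.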
ATXN viability: Viability Counterscreen for Primary qHTS for Inhibitors of ATXN expression; AID 651635, 2014; 0.49% of 400,000 active; S2 cells (HEK-293 line with an ATXN2-luciferase reporter) viability, CellTiter-Fluor protease fluorescence, 24 h; Potency, µM (series often up to 56.7 µM), most hits filed as cytotoxic; also: potency is read from the fitted curve at half-maximal effect; nearly all actives have a fitted effect of over 40% in size
The depositor's hits bear a star; i = inactive; ? = inconclusive; · = no result given; & = joins results of further samples; [ ] = dose if it differs, or a comment. Unless noted, calls follow the shape of the dose curve; as a rule, active = well fitted curve in the direction sought with a large enough effect; inconclusive = small, poorly fitted or top-dose-only effect, or another doubt; inactive = no such curve, though single readings can be large; an effect the other way counts as inactive or inconclusive.

SMILES	Nrf2 block	ATXN2 expr inh	A549 viability	TGFb SMAD3 inh	MCF10A rerep	HepG2 viability	IL1B secr inh	Nrf2 activator	ATXN viability
Cc1ccccc1C(=O)c1cccn1CC(=O)NCc1ccc2c(c1)OCO2	-16%	42%[activator]	-11%	-1%	0%	-3%	-2	3.0%	i
COc1ccccc1NC(=O)CSc1nnc2c(n1)[nH]c1ccccc12	?	3%	-11%	2%	·	-16%	·	3.4%	?
Cc1ccc(C(=O)NCC(=O)OCc2c(F)cccc2Cl)s1	-1%	24%	-2%	0%	9%	-10%	-10	0.6%	i
CCOC(=O)C1(CCSC)NC(c2ccco2)C2C(=O)N(C)C(=O)C21 (stereo not given)	9%	-1%	-8%	-2%	3%	3%	7	0.5%	i
CC(C)CN(CC(C)C)C(=O)Nc1ccccc1F	4%	-4%	8%	-4%	2%	3%	6	-0.3%	i
COc1cccc(C2C=C(c3ccc(C)cc3)Nc3c(C(=O)Nc4ccc(F)cc4)cnn32)c1OC (stereo not given)	?	-1%	0%	?	·	-41%	·	-0.7%	i
O=C(COc1ccccc1)NCc1cccs1	13%	3%	-3%	1%	6%	-15%	-2	-1.2%	i
Cc1ccc(NCc2cccn2-c2nnc(N3CCC(C(=O)NCc4ccccc4C)CC3)s2)cc1	-23%	·	-10%	·	·	-17%	·	3.8%	·
O=C(CCNC(=O)c1ccco1)Nc1nc2ccccc2s1	?	34%	2%	-9%	11%	24%	17	26%	i
Cc1cc(C)n(-c2nnc(C)n2NS(=O)(=O)c2ccc(F)cc2)n1	2%	2%	-2%	3%	-6%	-5%	3	0.0%	i
C=CCn1c(SCC(=O)NCc2ccc3c(c2)OCO3)nc2scc(-c3ccc(F)cc3)c2c1=O	-29%	-23%	-6%	2%	15%	-35%	2	-0.2%	i
COc1ccc(NC(=S)NC23CC4CC(CC(C4)C2)C3)cc1OC	3%	5%	2%	0%	6%	0%	i	3.1%	i
CCOC(=O)C[C@H]1c2cc(F)ccc2S(=O)(=O)N1C1CCCC1	-3%	9%	1%	17%&-1%	-10%	3%&0%	25	-1.3%	i
Cc1cc(N2CCCC2)nc2ccc(NC(=S)NC(C)C)cc12	6%	-6%	-25%	10%	?	-2%	-15	5.7%	i
Cc1noc(COc2ccccc2OCc2onc(C)c2Cl)c1Cl	-8%	-8%	0%	0%	6%	-8%	0	-0.9%	i
CCN(CC)CCOC(=O)CCc1cccc2ccccc12	-7%	4%	-4%	0%	3%	5%	0	-0.8%	?
O=C(NCC(c1cccs1)N1CCOCC1)c1ccc(Cl)s1 (stereo not given)	0%	-28%	?	-10%	?	-27%	3	-0.3%	i
CCC(=O)Nc1cccc(-c2csc(-c3ccccc3)n2)c1	9%	7%	8%	-10%	-3%	-1%	0	-0.7%[9.22 µM]	i
O=C(Nc1ccc(N2CCN(C(=O)c3cccs3)CC2)cc1)c1cccnc1Cl	12%	·	-1%	8%	-1%	-13%	-21	-0.8%	i
C=CCn1c(C)nnc1SCC(=O)Nc1oc(C)c2c(C)n[nH]c(=O)c12	-6%	-8%	-2%	33%[activator]	-2%	2%	5	-0.7%	i
COc1cccc(NC(=O)CC(c2ccc(OC(C)C)cc2)c2ccccc2OC)c1 (stereo not given)	-11%	-22%	-3%	20%	13%	-32%	31	-0.3%	i
CCOC(=O)c1ccc(N2C(=O)c3[nH]nc(-c4ccc(C)cc4)c3C2c2cccs2)cc1 (stereo not given)	23µM*	?	?	?	·	-27%	·	-0.1%	?
O=C(c1ccc2c(c1)N(Cc1ccccc1)CCS2)N1CCCCC1	14%	-10%	5%	?	9%	-14%	9	-0.8%	i
CCN(CC)S(=O)(=O)c1ccc(C(=O)NCC(=O)NCc2ccc3c(c2)OCO3)cc1	·	·	·	-3%	·	-14%	5	-1.0%	i
Cc1cccc(N(CC(=O)Nc2c(C)n(C)n(-c3ccccc3)c2=O)S(C)(=O)=O)c1C	-16%	-1%	20%	2.8µM*	?	-5%	-21	0.3%	i

Compounds above with two or more sulfur atoms (2):
SMILES	Nrf2 block	ATXN2 expr inh	A549 viability	TGFb SMAD3 inh	MCF10A rerep	HepG2 viability	IL1B secr inh	Nrf2 activator	ATXN viability
C=CCn1c(SCC(=O)NCc2ccc3c(c2)OCO3)nc2scc(-c3ccc(F)cc3)c2c1=O	-29%	-23%	-6%	2%	15%	-35%	2	-0.2%	i
O=C(NCC(c1cccs1)N1CCOCC1)c1ccc(Cl)s1 (stereo not given)	0%	-28%	?	-10%	?	-27%	3	-0.3%	i

Further results.
SMILES	Nrf2 block	ATXN2 expr inh	A549 viability	TGFb SMAD3 inh	MCF10A rerep	HepG2 viability	IL1B secr inh	Nrf2 activator	ATXN viability
Cc1ccc(CC(=O)N/N=C/c2ccc(OC(=O)c3ccc([N+](=O)[O-])cc3)cc2)cc1	1%	4%	-5%	-2%	-9%	2%	3	-0.4%	i
Cn1c(=O)cc(SCC(=O)N2CCN(c3ccc(F)cc3)CC2)c2ccc(Cl)cc21	9%	-2%	1%	23%	·	7%	·	7.4%	i
O=C(c1ccc(-n2cncn2)c([N+](=O)[O-])c1)N1CCN(c2cccc(Cl)c2)CC1	-19%	-14%	-4%	1%	-2%	-4%	0	-0.5%	i
COc1ccc(CCN(Cc2ccccn2)C(=S)Nc2ccccc2F)cc1OC	28%	3%	2%	-4%	1%	3%	-12	-0.6%	i
CCOC(=O)c1sc(NC(=O)c2cccs2)cc1C	?	11%	-4%	-9%	0%	-39%	?	3.7%	i
Clc1ccc(-c2noc(-c3cccnc3NCc3ccco3)n2)cc1	?	77%[activator]	6%	-8%	·	0%	·	22%	i
CCOc1ccc2nc(N/C(N)=N/C(=S)Nc3ccc(OC)cc3)nc(C)c2c1	-7%	?	-19%	-11%	?	9%	?	5.1%	?
Cc1cccc(C(=O)NCC(C)NC(=O)c2cccc(C)c2)c1 (stereo not given)	-27%	-8%	-10%	-6%	?	0%	8	-0.6%	i
Cc1ccccc1C(=O)Nc1cccc(NC(=O)c2ccc(C(C)(C)C)cc2)c1	·	4%	-19%	?	·	-22%	·	1.0%	?
CCNC(=O)NC(=O)C(C)OC(=O)C(C)(C)Oc1ccc(Cl)cc1 (stereo not given)	-2%	-11%	0%	-3%	1%	-14%	11	0.1%	i
CCOc1ccc(N(CC)C(=O)c2cc3c(s2)-c2ccc(Cl)cc2SC3)cc1	16µM*	8%	?	?	·	-20%	·	0.6%	i
CN(Cc1ccccc1)C1CCCN(C(=O)c2ccc(Cl)s2)C1 (stereo not given)	0%	-8%	3%	1%	-1%	-17%	i	-0.4%	i
COc1cc(NC(=O)c2cccs2)c(OC)cc1NC(=O)CCC(=O)Nc1cccc2ncccc12	-14%	-6%	-6%	-13%	?	-11%	172	-0.4%	i
COc1ccc(NC(=S)NCc2cccs2)cc1OC	0%	·	-4%	16%	10%	2%	13	3.0%	i
Cc1ccc(NC(=O)COC(=O)Cn2c(C)csc2=O)cc1	3%	-5%	·	3%	0%	-18%	3	0.5%	i
Cc1cc(NC(=O)CSc2nc(C3CCCCC3)nc3ccccc23)no1	·	-17%	-11%	17%	6%	-5%	-29	?	i
O=C(CCc1ccc(Oc2cc([N+](=O)[O-])cc([N+](=O)[O-])c2)cc1)NC1CCCC1	13%	·	7%	?	4%	2%	26	9.0%	?
COc1cc(/C=C\C(=O)Nc2cc(=O)n(C)c(=O)n2C)cc(OC)c1OC	-24%	0%	-11%	23%	-1%	-5%	-12	-0.5%	·
CC(C)c1ccc(OCc2ccc(C(=O)O)o2)cc1	?	-31%	-5%	-17%	14%	3%	-8	-2.2%	i
COc1ccccc1C(CNC(=O)c1cccc(NS(=O)(=O)c2ccc(Br)cc2)c1)N(C)C (stereo not given)	13%	-13%	?	5%	23%	-43%	-14	5.4%	i

In the list so far, 10 have an aryl methoxy group:
SMILES	Nrf2 block	ATXN2 expr inh	A549 viability	TGFb SMAD3 inh	MCF10A rerep	HepG2 viability	IL1B secr inh	Nrf2 activator	ATXN viability
COc1ccccc1NC(=O)CSc1nnc2c(n1)[nH]c1ccccc12	?	3%	-11%	2%	·	-16%	·	3.4%	?
COc1cccc(C2C=C(c3ccc(C)cc3)Nc3c(C(=O)Nc4ccc(F)cc4)cnn32)c1OC (stereo not given)	?	-1%	0%	?	·	-41%	·	-0.7%	i
COc1ccc(NC(=S)NC23CC4CC(CC(C4)C2)C3)cc1OC	3%	5%	2%	0%	6%	0%	i	3.1%	i
COc1cccc(NC(=O)CC(c2ccc(OC(C)C)cc2)c2ccccc2OC)c1 (stereo not given)	-11%	-22%	-3%	20%	13%	-32%	31	-0.3%	i
COc1ccc(CCN(Cc2ccccn2)C(=S)Nc2ccccc2F)cc1OC	28%	3%	2%	-4%	1%	3%	-12	-0.6%	i
CCOc1ccc2nc(N/C(N)=N/C(=S)Nc3ccc(OC)cc3)nc(C)c2c1	-7%	?	-19%	-11%	?	9%	?	5.1%	?
COc1cc(NC(=O)c2cccs2)c(OC)cc1NC(=O)CCC(=O)Nc1cccc2ncccc12	-14%	-6%	-6%	-13%	?	-11%	172	-0.4%	i
COc1ccc(NC(=S)NCc2cccs2)cc1OC	0%	·	-4%	16%	10%	2%	13	3.0%	i
COc1cc(/C=C\C(=O)Nc2cc(=O)n(C)c(=O)n2C)cc(OC)c1OC	-24%	0%	-11%	23%	-1%	-5%	-12	-0.5%	·
COc1ccccc1C(CNC(=O)c1cccc(NS(=O)(=O)c2ccc(Br)cc2)c1)N(C)C (stereo not given)	13%	-13%	?	5%	23%	-43%	-14	5.4%	i

Screening results (PubChem)
